# Assay outcomes: PubChem, National Center for Advancing Translational Sciences (NCATS)
# 15-hLO inh – 15-hLO (ALOX15) enzyme inhibition; P16050; purified 15hLO-1, xylenol orange hydroperoxide absorbance; actives 1.4% (n = 74,000); Potency, µM (titrated, usually from 57.1 µM), without a hit: at the highest dose activity change, negative = inhibition, usual class: inhibitors; also: potency is read from the fitted curve at half-maximal effect; % is scaled to controls: 0 for no effect and ±100 for the full control effect; nearly all actives have a fitted effect of over 55% in size
# Target sequence (P16050 whole entry, looked up): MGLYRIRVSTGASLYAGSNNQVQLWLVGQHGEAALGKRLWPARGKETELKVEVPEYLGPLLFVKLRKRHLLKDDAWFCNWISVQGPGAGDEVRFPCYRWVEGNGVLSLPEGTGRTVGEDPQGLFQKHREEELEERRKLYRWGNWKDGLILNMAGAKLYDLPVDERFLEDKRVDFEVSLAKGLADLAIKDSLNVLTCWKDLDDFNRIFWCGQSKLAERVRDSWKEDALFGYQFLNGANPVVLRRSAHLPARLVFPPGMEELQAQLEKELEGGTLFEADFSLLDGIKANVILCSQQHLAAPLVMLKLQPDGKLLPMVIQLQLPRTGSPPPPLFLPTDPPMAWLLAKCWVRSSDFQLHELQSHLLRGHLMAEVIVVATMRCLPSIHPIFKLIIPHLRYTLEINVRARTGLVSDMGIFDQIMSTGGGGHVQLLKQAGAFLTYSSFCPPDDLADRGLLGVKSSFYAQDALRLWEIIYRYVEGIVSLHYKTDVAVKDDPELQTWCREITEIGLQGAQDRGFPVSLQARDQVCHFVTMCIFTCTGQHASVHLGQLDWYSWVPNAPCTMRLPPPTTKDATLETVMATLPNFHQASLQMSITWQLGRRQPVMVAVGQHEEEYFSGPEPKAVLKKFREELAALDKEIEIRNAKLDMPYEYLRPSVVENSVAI
#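 Quantitative HTS in 25 mM Hepes pH 7.5 containing 0.01% Triton X-100: human 15hLO-1 at 40 nM, arachidonic acid at 50 uM, 6 min turnover. Product quantified via ferrous oxidation/xylenol orange, 573:405 nm absorbance ratio.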
# HADH2 inhib – blocks human hydroxyacyl-CoA dehydrogenase type II; Q99714; recombinant HADH2, NADH fluorescence, beta-hydroxybutyryl-CoA; Potency, µM (series often up to 57.1 µM), for the others: at the top dose activity change, negative = inhibition, usual class: inhibitors; actives 3.4% (n = 73,000); also: potency is read from the fitted curve at half-maximal effect; % is scaled to controls: 0 for no effect and ±100 for the full control effect; nearly all actives have a fitted effect of over 60% in size; many of its hits are not listed in these tables
# Target sequence (Q99714 whole entry, looked up, one chain of several): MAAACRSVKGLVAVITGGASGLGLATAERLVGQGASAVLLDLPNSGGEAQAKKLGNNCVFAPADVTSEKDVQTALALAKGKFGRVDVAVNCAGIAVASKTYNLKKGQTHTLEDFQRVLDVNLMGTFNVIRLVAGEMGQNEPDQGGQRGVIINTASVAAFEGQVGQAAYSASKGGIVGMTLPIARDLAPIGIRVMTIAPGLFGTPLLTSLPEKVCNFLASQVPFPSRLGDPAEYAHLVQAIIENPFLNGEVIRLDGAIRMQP
#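 His-tagged recombinant enzyme from E. coli, 20 nM, preincubated 15 min RT with compound; reaction started with 1 mM NAD+ and 90 uM beta-hydroxybutyryl-CoA in 100 mM Tris-HCl pH 9.0. NADH fluorescence (ex 360/em 450) read over 4 min; last-minus-first difference.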
# CRE Fsk mod – modulators of forskolin-stimulated CRE signaling in CHO cells; actives 2.5% (n = 71,000); Potency, µM (series often up to 38.2 µM), for inactives: at the highest dose activity change, negative = inhibition, usual class: activators; CHO CRE-bla reporter (cAMP response element driving beta-lactamase), forskolin EC10, beta-lactamase ratio; active = well fitted activation curve with a large enough effect in the signal ratio, with a control signal flat, not every such curve was filed as active; inconclusive = small, poorly fitted or top-dose-only effect, or effect the other way, or a change in a side signal; the % refers to the signal ratio; also: potency is read from the fitted curve at half-maximal effect; % of control where 0% means no effect
#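 qHTS titration format; CRE-bla CHO reporter; stimulus EC10 NKH 477, a water-soluble forskolin. Read: CCF4 460/530 nm ratio. Potency expressed as AC50 for activators or inhibitors.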
# Tau fil binding – binders of human tau filaments. P10636. recombinant tau filaments, thioflavin S fluorescence, 15 h; filaments grown with octadecylsulfate alongside compound. Potency, µM (series often up to 57.1 µM), inactives show top-dose activity change, negative = inhibition. actives 2% (n = 71,000);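 also: potency is read from the fitted curve at half-maximal effect; % is scaled to controls: 0 for no effect and ±100 for the full control effect; actives lower thioflavin S fluorescence by blocking filaments or displacing dye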
#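 His-tagged recombinant human tau (exons 2, 3 and 10 included), 1 uM, was induced to fibrillize by 30 uM sodium octadecylsulfate with compound present. After 15 h at 37 C, thioflavine S fluorescence (ex 450, em 510 nm) was read.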
# DNA Pol III inh – inhibitors of bacterial DNA polymerase III holoenzyme; actives 0.25% (n = 71,000); Potency, µM (series often up to 57.1 µM), inactives show top-dose activity change, negative = inhibition; reconstituted DNA polymerase III holoenzyme replication, biochemical; also: potency is read from the fitted curve at half-maximal effect; % is scaled to controls: 0 for no effect and ±100 for the full control effect
#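 Reconstituted *E. coli* holoenzyme (0.35 nM Pol III, 1 nM beta, 154 nM SSB, 2 nM primase) was preincubated with compound for 15 min at RT. Synthesis on 1.4 nM ssM13Gori ran 35 min, then was stopped with PicoGreen/EDTA and read as dsDNA fluorescence.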
# Luciferase inh – blocks Photinus pyralis firefly luciferase activity; purified firefly luciferase, luminescence, 8 min; Potency, µM (top dose mostly 57.1 µM), without a hit: at the top dose activity change, negative = inhibition, actives largely listed as inhibitors; actives 2.2% (n = 72,000); AID 411; also: potency is read from the fitted curve at half-maximal effect; % is scaled to controls: 0 for no effect and ±100 for the full control effect; nearly all actives have a fitted effect of over 40% in size
#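 Firefly luciferase (PKLight detection mix) with 10 uM ATP in pH 7.2 imidazole buffer (KCl, MgCl2, Tween 20, BSA). Compounds tested across a concentration series (qHTS). Luminescence read after 8 min at ambient temperature.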
# HBB splicing – modulators of hemoglobin beta chain splicing. HBB splicing reporter cell assay, activation; EGFP reporter with mutant IVS2-654 intron; response scale: normalised to 500 nM splice-correcting PNA. Potency, µM (titrated, usually from 46.1 µM), inactives show top-dose activation, actives largely listed as activators. actives 0.06% (n = 65,000). AID 925; also: potency is read from the fitted curve at half-maximal effect; 0% is about no effect
#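 Compounds were applied for 2 days to HeLa EGFP-654 cells, 500/well in Optimem with 2% FCS. The reporter's EGFP is disrupted by mis-splicing of beta-globin intron IVS2-654. Readout: summed well GFP fluorescence from 488 nm laser scanning; reference was 500 nM antisense […] 654 PNA.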
# ERK AVP block – blocks ERK signaling stimulated by vasopressin; HEK293-V1b, vasopressin-stimulated pERK AlphaScreen; actives 0.99% (n = 72,000); Potency, µM (highest dose often 57.5 µM), for inactives: at the highest dose activity, negative = inhibition, hits mostly inhibitors; also: potency is read from the fitted curve at half-maximal effect; % is scaled to controls: 0 for no effect and ±100 for the full control effect; nearly all actives have a fitted effect of over 55% in size
#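 Phosphorylated ERK1/2 detected via AlphaScreen bead proximity in lysates of V1b-expressing HEK293 cells given 25 nM vasopressin for 5 min after 30 min compound exposure (37 °C). AC50 from Hill equation; basal DMSO 0%, vasopressin 100%.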
# Epigenetic mod – derepresses silenced GFP locus in mouse C127i cells | actives 0.09% (n = 68,000) | Potency, µM (highest dose often 46.1 µM), inactives show at the highest dose GFP derepression (activation) | mouse C127i GFP locus derepression, cytometry, 30 h; also: % of control where 0% means no effect
#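 Murine C127i mammary cells carrying a silenced, stably integrated CMV-driven GFP reporter were treated with compound for 30 hours at 37 C. After PBS washes, GFP-positive cells were counted by laser-scanning microplate cytometry.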
# Ub-GFP proteasome – ubiquitin-GFP accumulation via proteasome inhibition. 67,000 tested, under 10 active. AID 526. Ubiquitin-GFP reporter cells, proteasome inhibition, GFP fluorescence; response scale: untreated = 0%, 10 µM MG-132 = 100%. Potency, µM (titrated, usually from 45.9 µM), without a hit: at the highest dose activation (GFP accumulation), most hits filed as activators; active = well fitted activation curve with a large enough effect, not every such curve was filed as active; inconclusive = small, poorly fitted or top-dose-only effect, or another doubt; inactive = no such curve, though single readings can be large or run the other way; also: potency is read from the fitted curve at half-maximal effect
#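 U2OS cells expressing ubiquitin(G76V)-GFP, seeded overnight in 0.5% FBS medium, then treated 4 hr at 37 C across 46 uM to 2.9 nM. GFP-positive cells counted by laser cytometry (488 ex/515 em); %activity scaled between basal and 10 uM MG-132.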
# Hsp90 Hop PPI – changes Hsp90-Hop TPR2A binding signal, up or down; Potency, µM (titrated, usually from 57 µM), inactives show at the top dose activity change, negative = inhibition; AlphaScreen TPR2A-His6 binding biotin-Hsp90 C-terminal peptide; AID 595; actives 0.44% (n = 71,000); active = well fitted curve in either direction with a large enough effect; inconclusive = small, poorly fitted or top-dose-only effect, or another doubt; also: potency is read from the fitted curve at half-maximal effect; % is scaled to controls: 0 for no effect and ±100 for the full control effect; many of its hits are not listed in these tables
# * hit, by the source's call; u = inconclusive; x = no result given; [ ] = remark or other dose. Unless noted, calls follow the shape of the dose curve; as a rule, active = well fitted curve in the direction sought with a large enough effect; inconclusive = small, poorly fitted or top-dose-only effect, or another doubt; inactive = no such curve, though single readings can be large; an effect the other way counts as inactive or inconclusive. Some of the compounds tested, so the mix of outcomes need not match the whole.
SMILES,15-hLO inh,HADH2 inhib,CRE Fsk mod,Tau fil binding,DNA Pol III inh,Luciferase inh,HBB splicing,ERK AVP block,Epigenetic mod,Ub-GFP proteasome,Hsp90 Hop PPI
CCOC(=O)c1cc(NC(=O)c2ccoc2C)cc(C(=O)OCC)c1,-20.2%,2.2%,10.8%,11.0%,-4.9%,-5.6%,9.1%,23.4%,8.1%,4.0%,0.6%
O=C1OCC2=C1C(c1ccc3c(c1)OCO3)Sc1ccccc1N2 (centres undefined),-26.6%,4.8%,-17.6%,-5.5%,-0.4%,-1.2%,-0.7%,20µM*,-2.7%,-0.2%,-4.6%
CCN(CC)c1ccc(C=Nc2ccc(C#N)cc2)c(O)c1,-1.6%,-23.6%,-8.4%,-2.9%,-4.9%,-9.5%,-3.2%,4.1%,0.0%,-1.7%,2.1%
CCCN1CCN(CCCNC(=O)C2CCCN(c3nc4ccc(OCC)cc4s3)C2)CC1 (centres undefined),-8.3%,8.9%,-15.5%,62.1%,-6.9%,7.94µM*,-1.9%,-0.5%,1.1%,-14.3%,-7.8%
Cc1nn2c(C(F)(F)F)cc(-c3ccc(Cl)cc3)nc2c1C(=O)N1CCOCC1,-2.6%[11.4 µM],4.2%[11.4 µM],u,-25.8%[11.4 µM],0.3%[11.4 µM],-3.6%,0.9%[0.0738 µM],u,0.4%,10.8%[9.17 µM],11.2%[11 µM]
CCOC(=O)CN1c2ccccc2NC(=O)CC1C (centres undefined),2.5%,-0.5%,-3.3%,-1.0%,-5.4%,2.4%,0.3%,-1.9%,x,2.9%,-4.3%[2.3 µM]
OCCN1CCOCCN(CCO)CCOCC1,-0.7%,-7.8%,5.3%,2.2%,-0.9%,1.1%,0.3%[57.5 µM],-4.7%,2.0%,0.1%,-0.3%
Cn1c(=O)c2c(nc(CN3CCOCC3)n2CCCO)n(C)c1=O,14.2%,5.9%,-1.0%,-9.5%,-4.8%,0.8%,x,5.8%,-1.2%,1.3%,0.0%
CCc1c(C)nc2ncnn2c1N1CCC(C(=O)NCc2ccc3c(c2)OCO3)CC1,-7.1%,28.3%,u,6.8%,-3.5%,0.0%,x,u,-1.3%,-8.5%,-1.7%
O=C(CN1CCC(n2nnc3cc(F)ccc32)CC1)NCc1ccco1,-3.5%,-4.1%,-3.2%,-1.8%,-1.8%,2.6%,x,-0.7%,4.7%,2.1%,-0.2%
c1csc(-c2nnc(-c3ccc(N4CCOCC4)cc3)o2)c1,u,u,10.8%,27.6%,-1.9%,3.16µM*,0.4%[57.5 µM],7.0%,2.3%,3.4%,3.4%
COc1ccc(NC(=O)CSc2nnc(-c3ccccn3)n2N)cc1Cl,2.1%,-3.8%,u,59.3%,0.4%,-1.5%,1.2%[57.5 µM],-10.3%,-4.3%,-3.5%,-12.4%
Cc1cccc(S(=O)(=O)c2c(N)n(Cc3ccco3)c3nc4ccccc4nc23)c1,u,102.1%[activator],-2.8%,374.4%,-2.5%,0.4%,2.8%[0.369 µM],-8.3%,2.2%,1.7%,3.4%
COc1cc(-c2nc3oc4ccccc4c(=O)c3c(=O)n2Cc2ccco2)cc(OC)c1OC,-6.5%,1.9%,2.51µM*,0.8%,-4.1%,2.3%,1.6%,-22.8%,1.6%,8.4%,-5.2%
O=C(NCc1ccccn1)c1cc2cc(Br)ccc2oc1=O,4.2%,0.5%,-3.1%,-12.9%,-3.0%,5.6%,2.5%,-3.1%,2.6%,-2.1%,-5.4%
CCOc1ccc(NC(C)=O)cc1N,25.1%,-9.5%,-5.9%,2.4%,-0.8%,x,3.2%,19.1%,x,x,-1.0%
CCN(CC)CCCNc1oc(-c2ccc(OC)c(OC)c2)nc1C#N,-12.8%,20µM*,14.0%,-0.6%,-8.6%,1.3%,-4.5%[0.369 µM],-8.1%,2.2%,-5.2%,-4.8%
Cc1c(-c2cccs2)[n+](=O)c2c(n1[O-])CCC2,3.6%,13.7%,-5.1%,0.7%,-5.6%,-1.8%,x,-18.0%,1.7%,-3.7%,-0.9%
c1csc(CNc2ncncc2-c2ccc3c(c2)OCO3)c1,u,u,u,-8.2%,-13.2%,0.3%[2.29 µM],0.0%,6.31µM*,-2.9%[9.22 µM],0.0%,-5.8%
O=C(Nc1ccc(Cl)cc1C(=O)Nc1ccccn1)c1ccco1,0.159µM*,2.3%,u,6.4%,-2.3%,-0.6%,x,-22.3%,0.4%,-4.9%,-0.3%
O=C(CCc1nc(-c2ccccc2F)no1)NCCc1ccccc1Cl,-7.1%,4.2%,u,-6.1%,6.0%,-0.5%,0.3%,1.0%,5.7%,6.6%,-0.9%
Cc1ccc(P(=O)(OCCN2CCOCC2)C(C)(C)C)o1 (centres undefined),2.4%,-1.8%,-5.1%,-6.9%,-1.8%,0.4%,2.6%[0.369 µM],-13.3%,0.5%,x,-0.4%
CCCC(Cl)CCCC(Cl)CCC(Cl)CCC(Cl)CCC(Cl)CCCC(Cl)CCC (centres undefined),-1.9%,0.0%,-10.8%,-0.1%,-1.4%,x,0.6%,-3.9%,x,x,-0.1%
O=C(c1ccccc1)N1CCN(CC#Cc2ccccc2)CC1,9.8%,7.7%,4.7%,-6.6%,3.5%,-6.6%,-4.3%[57.5 µM],u,0.0%,6.0%,-2.5%
CNc1nnc(CSc2nc(C)cc(C)n2)s1,5.7%,0.4%,u,-0.6%,-2.3%,0.5%,-0.8%,u,5.4%,-1.6%,-3.0%

# The closing 2 entries of the part above come first, to join the parts:
SMILES,15-hLO inh,HADH2 inhib,CRE Fsk mod,Tau fil binding,DNA Pol III inh,Luciferase inh,HBB splicing,ERK AVP block,Epigenetic mod,Ub-GFP proteasome,Hsp90 Hop PPI
O=C(c1ccccc1)N1CCN(CC#Cc2ccccc2)CC1,9.8%,7.7%,4.7%,-6.6%,3.5%,-6.6%,-4.3%[57.5 µM],u,0.0%,6.0%,-2.5%
CNc1nnc(CSc2nc(C)cc(C)n2)s1,5.7%,0.4%,u,-0.6%,-2.3%,0.5%,-0.8%,u,5.4%,-1.6%,-3.0%
O=c1c(O)c(-c2ccc(O)c(O)c2)oc2c(OC[C@H]3O[C@@H](O)[C@@H](O)[C@H](O)[C@@H]3O)c(O)cc(O)c12,x,0.631µM*,11.1%,u,-28.5%,-1.6%[11.4 µM],x,x,7.0%[9.22 µM],2.1%,-11.0%
CC1(C)CC(=O)c2cn3c(nc2C1)nc1ccccc13,-1.5%,3.7%,-6.0%,12.2%,-3.2%,2.5%,-0.5%,-10.1%,7.7%,0.0%,-5.5%
Fc1cc2nccnc2cc1N1CCSCC1,u,-12.1%,u,34.7%,-4.8%,-1.2%,1.0%,-15.0%,2.7%,11.7%,-2.4%
CCC(=O)c1ccc(N2CCN(C(=O)COc3ccc(F)cc3)CC2)c(F)c1,3.2%[11.4 µM],-9.6%[11.4 µM],-0.3%[7.6 µM],29.0%[11.4 µM],-2.2%[11.4 µM],-1.0%,-0.6%[0.0738 µM],3.16µM*,-1.5%,-4.5%[9.17 µM],-3.4%[11 µM]
CC1=C(C(=O)Nc2ccccc2)C(c2ccc(C)o2)n2c(s/c(=C\c3ccco3)c2=O)=N1 (centres undefined),-29.4%,u,u,2.51µM*,0.3%,-2.1%,-0.9%[1.84 µM],-1.3%,0.0%,10.7%,-16.7%
CCCCOC(=O)n1c(SCC(=O)N(CC)CC)nc2ccccc21,-15.3%,-5.2%,u,15.3%,0.9%,1.9%,2.7%[0.369 µM],2.8%,-2.1%,x,7.5%
O=C(NCc1cccnc1)c1cccc(Cl)c1,5.8%,2.0%,-9.2%,1.0%,0.6%,3.4%,-2.5%,14.7%,4.7%,-12.9%,3.2%
CC(C)C(C(=O)NCc1ccco1)N(C(=O)CNS(=O)(=O)c1ccc(Cl)cc1)C1CCCC1 (centres undefined),-27.7%,3.1%,u,-13.9%,-1.8%,4.6%,-1.0%,17.8%,-2.3%,-9.4%,-4.1%
